Salmonella PhoP GFP: Inhibition of PhoP regulon, Salmonella typhi GFP reporter cells, confirmation, 4 h (AID 1850) | Salmonella Typhi PhoP-promoter GFP reporter, fluorescence, 4 h; higher % means a stronger effect | inhibition, % at 50 µM; hits with a dose series show IC50 in µM | hit rate 0.33% among 310,000; in the data active = a potency from the dose series; inconclusive = inhibition mostly from about 25% at the one dose, without a potency; inactive = the rest, 99 in 100 with inhibition below about 19%;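 note: 0% = induced wells with vehicle and 100% = uninduced wells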
M. tuberculosis HTS: M. tuberculosis growth inhibition, HTS (AID 449762) | inhibition, % at 25 µM; hits with a dose series show IC50 in µM | M. tuberculosis H37Rv growth inhibition, 7H9 media; higher % means a stronger effect | hit rate 0.59% among 330,000; in the data active = a potency from the dose series; inconclusive = inhibition above about 70% without an active follow-up result;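 note: bacterial growth assessed after seven days of incubation; strong numbers were not always called active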
H1N1 NS1A inhibition: NS1A inhibition, H1N1 influenza, cell based functional assay (AID 504329); NS1A functional cell-based assay, percent inhibition; higher % means a stronger effect; inhibition, % at 12.5 µM, or IC50 in µM where a hit was titrated; hit rate 0.3% among 340,000; in the data active = a potency from the dose series; inconclusive = inhibition above about 27% without an active follow-up result; note: strong numbers were not always called active
VEEV TC-83 Vero: inhibitors of VEEV TC-83 cytopathic effect, confirmation, Vero cells (AID 588727). hit rate 0.13% among 350,000. inhibition, % at 20 µM, or IC50 in µM where a hit was titrated. Vero cells, VEEV TC-83 cytopathic effect inhibition; higher % means a stronger effect; in the data active = a potency from the dose series; inconclusive = inhibition mostly from about 14% at the one dose, without a potency; inactive = the rest, 99 in 100 with inhibition below about 12%; note: strong numbers were not always called active
tuberculosis growth: growth inhibition of non-replicating M. tuberculosis (AID 488890). hit rate 0.39% among 320,000. Mycobacterium tuberculosis non-replicating, growth inhibition; higher % means a stronger effect. inhibition, % at 25 µM, or IC50 in µM where a hit was titrated; in the data active = a potency from the dose series; inconclusive = inhibition mostly from about 82% at the one dose, without a potency; inactive = the rest, 99 in 100 with inhibition below about 76%;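 note: plate controls were DMSO cells for no effect and high antibiotic wells for full effect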
VEEV TC-83 Vero 10K pilot screen: also measured in VEEV TC-83 Vero; calls as there; inhibition, %; measured here: 10K pilot screen inhibition
The depositor's hits bear a star; i = inactive; ? = inconclusive; · = no result given.

SMILES | Salmonella PhoP GFP | M. tuberculosis HTS | H1N1 NS1A inhibition | VEEV TC-83 Vero | tuberculosis growth | others
COC(=O)c1ccc(C(=O)Nc2cc(Cl)ccc2Cl)cc1NC(=O)c1ccc(N(C)C)cc1 | -8% | -5% | 10% | i | 2%
Cc1ccc(F)cc1NC(=O)Nc1cc(C(C)(C)C)nn1C | -23% | -4% | -2% | i | 1%
COCCN(Cc1cc2cc(C)c(C)cc2nc1Cl)C(=O)Nc1ccccc1 | 0% | 4% | 9% | i | 8%
CCN(CC)S(=O)(=O)c1ccc(N/N=C/c2ccc(O)cc2O)nc1 | -7% | 1% | 12µM* | 6.5% | -3%
CCCCCc1ccc(-c2cn(Cc3ccc(C)cc3)nn2)cc1 | 2% | 2% | -6% | i | 31%
Cc1ccc(-n2c(C)c([N+](=O)[O-])c3ccc(O)c(CN(C)C)c32)cc1 | 7% | 0% | 11% | 4.3% | 22%
COc1ccc(-c2oc3ccccc3c(=O)c2OCC(=O)O)cc1 | -2% | 2% | -11% | 0.6% | 7%
CCOC(=O)C1=C(CN2CCCCCC2)NC(=O)NC1c1cccc([N+](=O)[O-])c1 (configuration not stated) | -5% | 1% | 6% | 0.1% | 19%
O=C(Nc1ccccn1)c1ccc(Cl)c(S(=O)(=O)N2CCCC2)c1 | -1% | -5% | -12% | 0.3% | -4%
CC1CCCN(C(=S)Nc2ccc3nc4n(c(=O)c3c2)CCCCC4)C1 (configuration not stated) | -8% | -7% | -7% | i | 31%
O=C(CCCCCn1c(=S)[nH]c2cc3c(cc2c1=O)OCO3)N1CCN(Cc2ccccc2)CC1 | 0% | -19% | 2% | 3.5% | 6%
CCCCCc1ccc(-c2ccc(=O)[nH]n2)cc1 | -8% | 0% | -12% | i | ·
O=[N+]([O-])c1c(Nc2ccc(Br)cc2)ccc2nonc12 | -1% | -2% | 2% | 1.0% | -12%
[O-][n+]1c2c(c3c4non(O)c4ccc31)CCCC2 | 75µM* | 0% | 8% | 1.0% | ?
N#CCc1ccc(NC(=O)Nc2cccc3ccccc23)cc1 | 8% | -5% | 1% | 0.2% | -12%
Fc1cccc(Cl)c1Cn1nnc2c(N3CCC4(CC3)OCCO4)ncnc21 | -1% | -10% | 7% | 7.0% | -6%
Cc1cccc(N(CC(=O)NCCC2=CCCCC2)S(C)(=O)=O)c1C | 0% | -5% | 7% | i | 6%
CCCC(C)n1[nH]c(=O)c2c1NC(=O)CSC2c1ccc(OC)c(OC)c1 (configuration not stated) | 16% | -6% | -1% | i | 11%
Cc1ccccc1OCc1nc(-c2ccc(NC(=O)c3ccco3)cc2)no1 | 2% | 27% | 3% | 4.8% | 69%
c1cc(-c2cc3cc4c(cc3cn2)OCO4)cs1 | · | 5% | -2% | 0.5% | ·
O=C(CNC1CCCCCC1)Nc1ccc(S(=O)(=O)NC2CC2)cc1 | 4% | 28% | -3% | i | -2%
Oc1ccc(C[C@H]2CNC(=S)N2CC2CCCN2C[C@H](Cc2ccccc2)N2C[C@H](Cc3ccc(O)cc3)N(CCc3ccccc3)C2=S)cc1 (some centres not stated) | · | · | -21% | 5.0% | ·
CCC[N+]1(CC#CC(O)(c2ccccc2)C2CCCCC2)CCCCC1 (configuration not stated) | -4% | -5% | -5% | i | 55%
COc1ccc(NS(=O)(=O)c2cc(NC(=O)c3cncc(Br)c3)ccc2OC)cc1 | · | -2% | -5% | 12% | 38%
O=C(CCS(=O)(=O)c1cccc2nonc12)Nc1ccc(Br)cc1 | 5% | 69% | 1% | 2.0% | 77%
Cc1cc(C)c(C)c(OCC(=O)NCCN(C)C)c1 | -1% | -4% | -3% | 0.8% | -8% | VEEV TC-83 Vero 10K pilot screen=0.4
O=C(Nc1ccc(O)cc1C(=O)O)c1ccc(NC(=O)c2ccco2)cc1 | · | -9% | 0% | 1.5% | -1%
Cc1ccc(CN2CCN(Cc3cnc(C)s3)CC2CCO)cc1 (configuration not stated) | -7% | -6% | 3% | 0.8% | 11%
Cc1occc1-c1nc(-c2ccncc2)no1 | -1% | 3% | -2% | i | 4%
COc1ccc(C(=O)/C=C/C(=O)N(CC(=O)NC2CCCCC2)Cc2ccccc2OC)c(O)c1 | · | · | -10% | 21% | ·
Cc1c(C(=O)Nc2c(C)n(C)n(-c3ccccc3)c2=O)oc2ccc(Cl)cc12 | -4% | -7% | 22% | 1.9% | 17%
Cc1cccc(-c2noc(CCC(=O)NCc3ccccc3)n2)c1 | -19% | 7% | -2% | 2.1% | 51%
CCn1cc(C(=O)OCC(=O)c2cc(C)n(-c3ccccc3)c2C)c(=O)c2ccc(C)nc21 | 4% | -13% | -1% | 2.2% | 29%
COc1ccccc1C1=NN(C2=NN=C(N)Cc3ncnn32)C(O)(C(F)(F)F)C1 (configuration not stated) | 1% | -5% | 10% | 0.6% | -3%
Nc1nc2c3ccccc3nc(Cc3ccccc3)n2n1 | -15% | 6% | -5% | i | 6%
CC1(C)CC(=O)C2=C(C1)NC(=S)C(C#N)C21CCCCC1 (configuration not stated) | 1% | -1% | 13% | 5.2% | 18%
O=C(NCCOc1ccccc1F)C1CC(=O)N(Cc2ccccc2)C1 (configuration not stated) | · | 6% | -3% | 0.7% | 7%
O=C(O)c1nc2nc(Cl)c(Cl)nc2[nH]1 | -11% | 1% | -4% | i | 10%
O=C(Nc1ccccc1)N(CCN1CCOCC1)Cc1cccc(Cl)c1 | 3% | 3% | -7% | i | 2%
COc1ccccc1C1CC(c2cccs2)=NN1C(=O)CCC(=O)O (configuration not stated) | 2% | 0% | -3% | i | -23%
Cc1ccc(C(=O)Nc2cc(S(=O)(=O)N3CCOCC3)ccc2N2CCCC2)cc1 | · | -9% | -14% | 0.6% | 9%
CCCCc1cc(=O)oc2cc(OCC(=O)NCc3ccccn3)c(Cl)cc12 | -3% | -8% | 4% | 4.3% | -11%
O=C(NCCS(=O)(=O)N1CCN(c2cccc(Cl)c2)CC1)c1cc(=O)c2ccccc2o1 | 2% | -11% | 6% | 1.3% | 2%
Cc1cc(=O)[nH]c(SCC(=O)Nc2c(C)n(C)n(-c3ccccc3)c2=O)c1C#N | · | -15% | -5% | 1.3% | -13%
Cc1nnc(NC(=O)CCC(=O)N2CCN(CCOc3cccc4ccccc34)CC2)s1 | 2% | 19% | · | 2.7% | 17%
Cc1nn(CC(=O)NCC2CCCO2)c(=O)c2ccccc12 (configuration not stated) | 1% | -1% | 20% | 0.1% | -8%
CN1C(=S)SC(N(O)C=C2C=CC(=O)C=C2)C1(C)C (configuration not stated) | -20% | 3% | -10% | 0.7% | 1%
O=C(NC1CCCC1)C(c1c(F)cccc1Cl)N(C(=O)c1csnn1)C1CC1 (configuration not stated) | 3% | 1% | -9% | 1.2% | 4%
CC(=O)Nc1nnc(S(=O)(=O)N2CCN(c3ccc(Cl)cc3[N+](=O)[O-])CC2)s1 | -2% | 3% | -1% | 1.4% | -6%
Cc1c(NS(=O)(=O)c2cccc(C(=O)NCc3ccc(Cl)cc3)c2)c(=O)n(-c2ccccc2)n1C | -6% | -8% | -7% | 6.5% | 72%

Next part:
SMILES | Salmonella PhoP GFP | M. tuberculosis HTS | H1N1 NS1A inhibition | VEEV TC-83 Vero | tuberculosis growth | others
COC(=O)c1c(-c2ccccc2)nn(-c2ccccc2)c1C(=O)OC | -7% | -31% | -17% | 3.6% | 50%
COc1ccccc1CNc1cc(-c2ccccc2)ccc1OC | -8% | 1% | 5% | 1.0% | -14%
O=[N+]([O-])c1ccc(C2=Nn3c(Cn4nnc5ccccc54)nnc3SC2)cc1 | 6% | -3% | 6% | 5.2% | 24%
CCCCOc1ccc(-c2ncc(C(=O)O)c(C)n2)cc1 | -1% | -7% | -16% | 0.8% | 31%
CC(C)(C)NC(=O)Cn1c(=O)oc2ccc(Cl)cc21 | 8% | 4% | 22% | 1.0% | ·
Cc1noc(C)c1C(=O)Nc1cc(S(=O)(=O)N2CCCCC2)ccc1N(C)C | · | · | -2% | 1.2% | ·
COc1ccc(C2Nc3ccccc3C(=O)N2NS(C)(=O)=O)cc1OC (configuration not stated) | 4% | 1% | 2% | 1.0% | -2%
O=C(COC(=O)Cc1ccccc1F)Nc1ccc(Cl)cn1 | -3% | 3% | 8% | 0.5% | 66%
CC(C)(C)N(Cc1ccccc1)C(=O)COC(=O)CCc1c[nH]c2ccccc12 | 1% | -1% | -2% | 0.5% | 21%
CCOC(=O)C1=C(C(F)(F)F)Nc2ncnn2C1c1ccc(OC)cc1OC (configuration not stated) | -10% | -5% | -5% | 1.0% | -17%
CC(N)C(=O)NC(C(=O)N1CCCC1C(=O)NC(c1ccccc1)c1ccccc1)C(C)C (configuration not stated) | · | -11% | 5% | i | -8%
COc1ccc(NC(=S)N(Cc2ccc(C)cc2)Cc2ccccn2)cc1 | 5% | 3% | -5% | i | 9%
O=C(Nc1nc(-c2ccccc2)cs1)c1ccccc1F | -1% | 9% | -3% | 3.7% | 69%
c1ccc(OCCn2c(-c3ccco3)nc3ccccc32)cc1 | -10% | -3% | 6% | 0.2% | 74%
COc1ccc(/C=C(\C#N)C(=O)NCc2ccccc2)cc1 | -6% | 2% | -9% | 1.0% | 20%
CCOc1ccc(N2C(=O)c3ccccc3C2=O)cc1 | -1% | ? | 5% | 1.9% | -6%
O=C(CCN1C(=O)CSc2ccccc21)Nc1ccc(C(F)(F)F)cc1 | · | 1% | -9% | 4.8% | 40%
Cc1ccc(NC(=O)COc2ccc(Br)cn2)cc1 | 3% | 2% | -15% | 0.6% | -1%

Molecules shown so far that have four or more nitrogen atoms (20):
SMILES | Salmonella PhoP GFP | M. tuberculosis HTS | H1N1 NS1A inhibition | VEEV TC-83 Vero | tuberculosis growth | others
Cc1ccc(F)cc1NC(=O)Nc1cc(C(C)(C)C)nn1C | -23% | -4% | -2% | i | 1%
CCN(CC)S(=O)(=O)c1ccc(N/N=C/c2ccc(O)cc2O)nc1 | -7% | 1% | 12µM* | 6.5% | -3%
CCOC(=O)C1=C(CN2CCCCCC2)NC(=O)NC1c1cccc([N+](=O)[O-])c1 (configuration not stated) | -5% | 1% | 6% | 0.1% | 19%
CC1CCCN(C(=S)Nc2ccc3nc4n(c(=O)c3c2)CCCCC4)C1 (configuration not stated) | -8% | -7% | -7% | i | 31%
O=C(CCCCCn1c(=S)[nH]c2cc3c(cc2c1=O)OCO3)N1CCN(Cc2ccccc2)CC1 | 0% | -19% | 2% | 3.5% | 6%
O=[N+]([O-])c1c(Nc2ccc(Br)cc2)ccc2nonc12 | -1% | -2% | 2% | 1.0% | -12%
Fc1cccc(Cl)c1Cn1nnc2c(N3CCC4(CC3)OCCO4)ncnc21 | -1% | -10% | 7% | 7.0% | -6%
Oc1ccc(C[C@H]2CNC(=S)N2CC2CCCN2C[C@H](Cc2ccccc2)N2C[C@H](Cc3ccc(O)cc3)N(CCc3ccccc3)C2=S)cc1 (some centres not stated) | · | · | -21% | 5.0% | ·
COc1ccccc1C1=NN(C2=NN=C(N)Cc3ncnn32)C(O)(C(F)(F)F)C1 (configuration not stated) | 1% | -5% | 10% | 0.6% | -3%
Nc1nc2c3ccccc3nc(Cc3ccccc3)n2n1 | -15% | 6% | -5% | i | 6%
O=C(O)c1nc2nc(Cl)c(Cl)nc2[nH]1 | -11% | 1% | -4% | i | 10%
Cc1cc(=O)[nH]c(SCC(=O)Nc2c(C)n(C)n(-c3ccccc3)c2=O)c1C#N | · | -15% | -5% | 1.3% | -13%
Cc1nnc(NC(=O)CCC(=O)N2CCN(CCOc3cccc4ccccc34)CC2)s1 | 2% | 19% | · | 2.7% | 17%
O=C(NC1CCCC1)C(c1c(F)cccc1Cl)N(C(=O)c1csnn1)C1CC1 (configuration not stated) | 3% | 1% | -9% | 1.2% | 4%
CC(=O)Nc1nnc(S(=O)(=O)N2CCN(c3ccc(Cl)cc3[N+](=O)[O-])CC2)s1 | -2% | 3% | -1% | 1.4% | -6%
Cc1c(NS(=O)(=O)c2cccc(C(=O)NCc3ccc(Cl)cc3)c2)c(=O)n(-c2ccccc2)n1C | -6% | -8% | -7% | 6.5% | 72%
O=[N+]([O-])c1ccc(C2=Nn3c(Cn4nnc5ccccc54)nnc3SC2)cc1 | 6% | -3% | 6% | 5.2% | 24%
Cc1noc(C)c1C(=O)Nc1cc(S(=O)(=O)N2CCCCC2)ccc1N(C)C | · | · | -2% | 1.2% | ·
CCOC(=O)C1=C(C(F)(F)F)Nc2ncnn2C1c1ccc(OC)cc1OC (configuration not stated) | -10% | -5% | -5% | 1.0% | -17%
CC(N)C(=O)NC(C(=O)N1CCCC1C(=O)NC(c1ccccc1)c1ccccc1)C(C)C (configuration not stated) | · | -11% | 5% | i | -8%
